BioA inh: BioA (M. tuberculosis) enzyme inhibition | purified M. tuberculosis BioA enzyme, plate reader | inhibition, % at 9.99 µM | hit rate 0.096% among 360,000 | AID 602481; in the data active means inhibition above about 40%
An asterisk follows results filed as active. Some of the compounds tested; rates above refer to the full screens.

mol	BioA inh
C[C@H](CO)N1C[C@H](C)[C@@H](CN(C)S(=O)(=O)c2cn(C)cn2)Oc2ccc(NC(=O)Cn3cnnn3)cc2CC1=O	-1.0
C[C@@H]1CN([C@H](C)CO)C(=O)Cc2cc(NS(=O)(=O)c3ccc(Cl)cc3)ccc2O[C@@H]1CN(C)C(=O)Nc1ccc(C(F)(F)F)cc1	-1.4
COc1ccc(S(=O)(=O)Nc2ccc3c(c2)C(=O)N([C@@H](C)CO)C[C@@H](C)[C@@H](CN(C)S(=O)(=O)c2ccc(OC)cc2)OCCCC[C@H](C)O3)cc1	-1.3
COc1ccc(NC(=O)Nc2ccc3c(c2)[C@H]2C[C@H](CC(=O)O)O[C@@H](CO)[C@H]2O3)cc1	1.2
C[C@H]1CCCCO[C@H](CN(C)Cc2ccncc2)[C@@H](C)CN([C@@H](C)CO)C(=O)c2cc(N(C)C)ccc2O1	-2.1
O=C(C[C@@H]1CC[C@@H](NC(=O)c2cccc(F)c2)[C@@H](CO)O1)Nc1nccs1	4.0
C[C@H]1CN([C@@H](C)CO)S(=O)(=O)c2ccc(-c3cncnc3)cc2O[C@@H]1CN(C)C(=O)CC1CC1	0.8
[N-]=[N+]=Nc1ccccc1C[C@@]1(C(=O)NCc2ccccc2)N=C(c2ccc(OCCCO)cc2)O[C@@H]1c1ccccc1N=[N+]=[N-]	-1.4
O=C([C@H]1[C@H](CO)[C@H]2Cn3c(ccc(C4=CCCC4)c3=O)[C@H]2N1Cc1nccs1)N1CCCCC1	-2.6
NCC[C@@H]1CC[C@@H](NC(=O)Cc2ccncc2)[C@@H](CO)O1	-3.5
COc1cccc(-c2ccc3c(c2)[C@@H]2[C@@H](CCN2S(=O)(=O)c2cn(C)cn2)[C@@H](CO)N3)c1	-4.0
O=C(O)[C@H]1[C@H](CO)[C@H]2Cn3c(ccc(-c4cccc(F)c4)c3=O)[C@H]2N1C(=O)c1ccccn1	-2.0
COCCNC(=O)[C@@H]1[C@@H](CO)[C@@H]2Cn3c(ccc(-c4ccc(F)cc4)c3=O)[C@H]1N2C	-0.9
CN1C(=O)c2cc(NC(=O)Nc3ccccc3)ccc2OC[C@@H]2O[C@@H](CC(=O)NC3CCC3)CC[C@@H]21	-1.9
O=C(NC[C@@H]1[C@H](c2ccccc2)[C@H](CO)N1Cc1ccccn1)C1CCCC1	-0.2
C[C@H](CO)N1C[C@H](C)[C@H](CN(C)Cc2ccccn2)Oc2ncc(-c3ccc(F)cc3)cc2C1=O	1.1
CC(C)CC#Cc1ccc([C@H]2[C@H]3CN(C(=O)NC4CCCC4)CCCCN3[C@H]2CO)cc1	-1.7
C[C@@H]1CCCCO[C@@H](CN(C)Cc2ccc(Cl)c(Cl)c2)[C@H](C)CN([C@H](C)CO)C(=O)c2cc(NC(=O)Nc3ccc(C(F)(F)F)cc3)ccc2O1	1.0
CCC(=O)N(C)C[C@@H]1Oc2ncc(-c3ccc(C(=O)N(C)C)cc3)cc2C(=O)N([C@H](C)CO)C[C@@H]1C	-1.0
C[C@@H]1CN([C@H](C)CO)S(=O)(=O)c2ccc(C#Cc3cccc(F)c3)cc2O[C@@H]1CN(C)S(=O)(=O)c1ccccc1F	-1.0

Reprinted from the entries so far (five entries):
mol	BioA inh
C[C@H](CO)N1C[C@H](C)[C@@H](CN(C)S(=O)(=O)c2cn(C)cn2)Oc2ccc(NC(=O)Cn3cnnn3)cc2CC1=O	-1.0
C[C@@H]1CN([C@H](C)CO)C(=O)Cc2cc(NS(=O)(=O)c3ccc(Cl)cc3)ccc2O[C@@H]1CN(C)C(=O)Nc1ccc(C(F)(F)F)cc1	-1.4
COc1ccc(S(=O)(=O)Nc2ccc3c(c2)C(=O)N([C@@H](C)CO)C[C@@H](C)[C@@H](CN(C)S(=O)(=O)c2ccc(OC)cc2)OCCCC[C@H](C)O3)cc1	-1.3
COc1ccc(NC(=O)Nc2ccc3c(c2)[C@H]2C[C@H](CC(=O)O)O[C@@H](CO)[C@H]2O3)cc1	1.2
C[C@H]1CCCCO[C@H](CN(C)Cc2ccncc2)[C@@H](C)CN([C@@H](C)CO)C(=O)c2cc(N(C)C)ccc2O1	-2.1

Reprinted at random: 4 entries already listed, in no set order.
mol	BioA inh
C[C@H]1CCCCO[C@H](CN(C)Cc2ccncc2)[C@@H](C)CN([C@@H](C)CO)C(=O)c2cc(N(C)C)ccc2O1	-2.1
C[C@@H]1CN([C@H](C)CO)C(=O)Cc2cc(NS(=O)(=O)c3ccc(Cl)cc3)ccc2O[C@@H]1CN(C)C(=O)Nc1ccc(C(F)(F)F)cc1	-1.4
NCC[C@@H]1CC[C@@H](NC(=O)Cc2ccncc2)[C@@H](CO)O1	-3.5
COc1ccc(S(=O)(=O)Nc2ccc3c(c2)C(=O)N([C@@H](C)CO)C[C@@H](C)[C@@H](CN(C)S(=O)(=O)c2ccc(OC)cc2)OCCCC[C@H](C)O3)cc1	-1.3

Further results.
mol	BioA inh
C[C@@H]1CN([C@H](C)CO)C(=O)c2cc(NS(=O)(=O)c3cccs3)ccc2O[C@@H](C)CCCCO[C@H]1CN(C)Cc1ccc(C(F)(F)F)cc1	0.5
CCN1[C@@H]2c3ccc(-c4cccc(C(=O)N(C)C)c4)c(=O)n3C[C@@H]2[C@@H](CO)[C@@H]1C(=O)N(C)C	1.9
COc1ccccc1S(=O)(=O)N[C@H]1CC[C@H](CCNC(=O)C2CCOCC2)O[C@@H]1CO	0.4
CC(C)NC(=O)N(C)C[C@@H]1Oc2ccc(NC(=O)Cn3cnnn3)cc2CC(=O)N([C@H](C)CO)C[C@H]1C	5.6
Cc1noc(C)c1S(=O)(=O)N(C)C[C@H]1OCc2ccccc2-c2ccccc2C(=O)N([C@H](C)CO)C[C@H]1C	1.0
COCC(=O)Nc1ccc2c(c1)[C@@H]1C[C@H](CC(=O)NCC(F)(F)F)O[C@H](CO)[C@@H]1O2	-1.0
C=CCNC(=O)[C@@H]1[C@H]2C(=O)O[C@H](c3ccccc3)[C@H](c3ccccc3)N2[C@H](c2ccc(OCCO)cc2)[C@@]12C(=O)N(C(=O)OCCOC)c1ccc(C#Cc3ccc(OC)cc3)cc12	-0.1
CO[C@H]1CN(C)C(=O)c2cc(NC(=O)c3ccc(F)cc3)ccc2OC[C@H](C)NC[C@@H]1C	-0.7
O=C(NCC1CC1)[C@@H]1[C@@H](CO)[C@@H]2Cn3c(ccc(-c4cccnc4)c3=O)[C@H]1N2Cc1nccs1	4.0
C[C@@H]1CCCCO[C@H](CN(C)Cc2ccc(Cl)c(Cl)c2)[C@@H](C)CN([C@H](C)CO)C(=O)c2cc(NC(=O)c3ccncc3)ccc2O1	-0.6
CC(C)NC(=O)N(C)C[C@@H]1Oc2cc(C#CC3CC3)ccc2S(=O)(=O)N([C@@H](C)CO)C[C@@H]1C	-0.7
O=C(O)C[C@@H]1CC[C@@H]2[C@H](COC[C@@H](O)CN2S(=O)(=O)c2ccc(Oc3ccccc3)cc2)O1	1.2
CO[C@@H]1CC[C@@H]2CCOc3ccc(C#N)cc3C(=O)N(C)C[C@@H](c3ccccc3)CC(=O)N(C)C[C@H]1O2	0.9
CN1C(=O)c2cc(NC(=O)Nc3ccccc3Cl)ccc2OC[C@H]2O[C@@H](CC(=O)NCCCN3CCOCC3)CC[C@@H]21	0.5
CCS(=O)(=O)Nc1ccc2c(c1)C(=O)N(C)[C@H]1CC[C@H](CC(=O)N3CCCCC3)O[C@H]1CO2	-1.1
C[C@@H]1CCCCO[C@@H](CN(C)S(=O)(=O)c2ccccc2)[C@@H](C)CN([C@@H](C)CO)C(=O)c2cc(NS(=O)(=O)c3ccccc3)ccc2O1	-1.8
COc1ccc(NC(=O)N(C)C[C@@H]2Oc3ccc(NC(=O)Nc4ccc5c(c4)OCO5)cc3CC(=O)N([C@@H](C)CO)C[C@H]2C)cc1	2.5
Cc1ccc(S(=O)(=O)N(C)C[C@H]2OCCCC[C@@H](C)Oc3ccc(NC(=O)c4ccncc4)cc3C(=O)N([C@@H](C)CO)C[C@H]2C)cc1	0.4
COc1ccc(S(=O)(=O)Nc2ccc3c(c2)C(=O)N(C)C[C@@H](OC)[C@@H](C)CN[C@@H](C)CO3)cc1	-0.1
C[C@@H]1CCCCO[C@H](CN(C)C(=O)CCCN(C)C)[C@H](C)CN([C@@H](C)CO)C(=O)c2cc(NS(=O)(=O)c3cccs3)ccc2O1	0.2

Other records follow.
mol	BioA inh
COc1ccc(S(=O)(=O)N2CCCCN3[C@H](CO)[C@H](c4ccc(-c5cccnc5)cc4)[C@H]3C2)cc1	6.2
CCCC(=O)N1C[C@@H]2[C@H](c3ccccc31)[C@@H](CO)N2C(=O)Nc1ccccc1	14
C[C@H]1CN([C@@H](C)CO)C(=O)c2cc(NC(=O)CCC(F)(F)F)ccc2O[C@@H]1CN(C)S(=O)(=O)c1cccs1	0.7
O=C(C[C@H]1C=C[C@H](NC(=O)c2cccc(F)c2)[C@@H](CO)O1)Nc1nccs1	-0.6
CN(C)C(=O)c1cccc(-c2ccc3c(c2)[C@H]2[C@H](CCN2C(=O)c2ccccc2F)[C@H](CO)N3)c1	4.1
C[C@@H]1CN([C@H](C)CO)C(=O)Cc2cc(NC(=O)C3CCCCC3)ccc2O[C@@H]1CN(C)C(=O)Nc1ccccc1	1.0
O=C(C[C@@H]1CC[C@@H](NC(=O)Nc2ccc3c(c2)OCO3)[C@H](CO)O1)NCCCN1CCOCC1	-1.9
COc1ccc(C#Cc2ccc3c(c2)[C@]2(C(=O)N3)[C@H](c3ccccc3OCCO)N3[C@H](c4ccccc4)[C@H](c4ccccc4)OC(=O)[C@H]3[C@@H]2C(=O)NC[C@H](O)c2ccccc2)cc1	-0.8
O=C(C[C@H]1C=C[C@H](NC(=O)c2ccccc2)[C@@H](CO)O1)NCc1ccc(Oc2ccccc2)cc1	-2.0
COc1ccc(S(=O)(=O)Nc2ccc3c(c2)CC(=O)N([C@@H](C)CO)C[C@@H](C)[C@@H](CN(C)S(C)(=O)=O)O3)cc1	1.5
O=C(C[C@H]1CC[C@@H]2[C@H](COC[C@H](O)CN2C(=O)c2cccnc2)O1)NCC1CC1	-1.6
C[C@H]1CN([C@@H](C)CO)C(=O)c2cccc(NC(=O)C3CC3)c2O[C@H]1CN(C)Cc1ccc(C(=O)Nc2ccccc2N)cc1	2.6
C[C@H]1CN([C@@H](C)CO)C(=O)Cc2cc(NC(=O)CCN3CCOCC3)ccc2O[C@@H]1CN(C)Cc1ccccc1	-1.1
COc1ccc(NC(=O)N(C)C[C@H]2Oc3c(NC(=O)C4CCCCC4)cccc3C(=O)N([C@@H](C)CO)C[C@@H]2C)cc1	1.0
C[C@H]1CCCCO[C@H](CN(C)Cc2ccncc2)[C@@H](C)CN([C@@H](C)CO)C(=O)c2cc(NC(=O)CCC(F)(F)F)ccc2O1	-0.9
C[C@@H]1CN([C@H](C)CO)C(=O)c2cccc(NC(=O)Nc3ccc(F)cc3)c2O[C@@H]1CN(C)Cc1ccc(Oc2ccccc2)cc1	-2.8
CCS(=O)(=O)N1CCCCN2[C@@H](CO)[C@@H](c3ccc(-c4ccc(C(=O)N(C)C)cc4)cc3)[C@@H]2C1	3.0
C[C@@H]1CN([C@H](C)CO)C(=O)c2cc(-c3cccc(F)c3)cnc2O[C@@H]1CN(C)C(=O)C1CCOCC1	10.0
O=C(C1CCCC1)N1C[C@H]2[C@@H](c3ccccc31)[C@H](CO)N2C(=O)Cc1ccccn1	-0.6
CC(C)[C@H]1C=C(C(=O)NCc2ccccc2)O[C@@H](OCc2ccc(CO)cc2)C1	0.0

O=C([C@@H]1[C@@H](CO)[C@@H]2Cn3c(cccc3=O)[C@@H]2N1Cc1ccccc1Cl)N1CCCCC1
  BioA inh = -0.4

CC(C)NC(=O)N(C)C[C@@H]1Oc2cc(C#C[C@H](C)O)ccc2S(=O)(=O)N([C@@H](C)CO)C[C@@H]1C
  BioA inh = -4.2

COc1ccc(S(=O)(=O)N(C)C[C@H]2Oc3ccc(NC(=O)Nc4ccc5c(c4)OCO5)cc3C(=O)N([C@H](C)CO)C[C@H]2C)cc1
  BioA inh = -2.9

COc1ccc(CN(C)C[C@H]2Oc3ccc(NC(=O)Cn4cnnn4)cc3C(=O)N([C@H](C)CO)C[C@@H]2C)cc1
  BioA inh = -2.1

CC(=O)N(C)C[C@@H]1[C@@H](c2ccc(C3=CCCC3)cc2)[C@@H](CO)N1CC1CC1
  BioA inh = -1.6

CNC[C@@H]1Oc2cc(C#CCC(C)C)ccc2S(=O)(=O)N([C@H](C)CO)C[C@H]1C
  BioA inh = -0.7

C[C@@H]1CN([C@H](C)CO)C(=O)c2cc(NC(=O)Cc3ccccc3)ccc2O[C@H]1CN(C)Cc1ccc(C(=O)O)cc1
  BioA inh = -0.3

O=C(N[C@H]1C=C[C@H](CC(=O)N2CCc3ccccc3C2)O[C@@H]1CO)C1CC1
  BioA inh = -1.7

C[C@H](CO)N1C[C@H](C)[C@H](CN(C)C(=O)Nc2cccc3ccccc23)Oc2ncc(C#CCC3CCCC3)cc2C1=O
  BioA inh = -0.6

COc1ccc(NC(=O)Nc2ccc3c(c2)C(=O)N([C@H](C)CO)C[C@@H](C)[C@@H](CN(C)CC2CCCCC2)OCCCC[C@@H](C)O3)cc1
  BioA inh = -1.8

COCCNC(=O)C[C@H]1C[C@@H]2c3cc(NC(=O)COC)ccc3O[C@@H]2[C@@H](CO)O1
  BioA inh = -2.4

CN1C[C@@H]2[C@H](c3ccccc31)[C@H](CO)N2C(=O)C1CCCC1
  BioA inh = 1.5

Cc1ccc(S(=O)(=O)Nc2ccc3c(c2)CC(=O)N([C@@H](C)CO)C[C@H](C)[C@H](CN(C)Cc2ccc(-c4ccccc4)cc2)O3)cc1
  BioA inh = -1.8

Cc1noc(C)c1NC(=O)N(C)C[C@@H]1Oc2c(NC(=O)c3ccc(-c4nccs4)cc3)cccc2C(=O)N([C@@H](C)CO)C[C@@H]1C
  BioA inh = -1.8

CN(C)C(=O)c1cc2c(c(-c3cccc(C4=CCCC4)c3)n1)[C@@H](CCO)N([S@](=O)C(C)(C)C)C2
  BioA inh = -2.4

CO[C@@H]1CN(C)C(=O)c2cc(NC(=O)Nc3ccc(F)cc3)ccc2OC[C@H](C)NC[C@@H]1C
  BioA inh = 0.2

CCC(=O)NC[C@H]1[C@H](c2ccc(-c3ccccc3)cc2)[C@@H](CO)N1C(=O)C1CC1
  BioA inh = -3.9

CNC[C@H]1OCCCC[C@@H](C)Oc2ccc(NS(=O)(=O)c3c(C)noc3C)cc2C(=O)N([C@H](C)CO)C[C@@H]1C
  BioA inh = -1.7
